MC4R antag cAMP: human MC4R antagonism in cAMP assay. P32245. MC4R-expressing cells, MTII-stimulated cAMP, LANCE TR-FRET. inhibition, % at 6.5 µM. hit rate 0.48% among 360,000. AID 540295;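 active = inhibition above its plate's cutoff, the mean of tested wells on that plate plus 3 SD, cut at about 29% in these data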;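 also: 0% = Melanotan II alone and 100% = Melanotan II plus saturating MCL0020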
Target sequence (P32245 whole entry, looked up): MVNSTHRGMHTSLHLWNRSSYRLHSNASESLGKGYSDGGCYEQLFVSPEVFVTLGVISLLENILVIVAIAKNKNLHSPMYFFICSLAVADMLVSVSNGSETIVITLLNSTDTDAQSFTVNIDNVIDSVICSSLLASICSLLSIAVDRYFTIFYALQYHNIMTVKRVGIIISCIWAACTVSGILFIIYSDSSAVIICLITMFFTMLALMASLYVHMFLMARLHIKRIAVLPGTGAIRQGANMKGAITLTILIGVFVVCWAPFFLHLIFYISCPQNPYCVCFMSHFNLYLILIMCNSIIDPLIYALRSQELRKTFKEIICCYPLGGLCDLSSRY
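system = U2OS cells with stable human MC4R expression | also added = Melanotan II challenge after compound preincubation | dosing = one concentration, 6.5 µM nominal | incubation = compound 30 min, challenge 1 h, detection 1 h | measured by = TR-FRET with Eu-cAMP and labeled anti-cAMP, 671 nm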
MC4R ag barr: human MC4R agonism via beta-arrestin; U2OS MC4R beta-arrestin complementation, luminescence; percent of melanotan II response, DMSO zero; AID 540308; activation, % at 8.9 µM; hit rate 0.98% among 360,000; P32245;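 active = activation above a per-plate cutoff, the mean activation of sample wells on that plate plus 3 SD, cut at about 8% in these data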
SRC3 inh: human NCOA3 inhibition; hit rate 0.17% among 360,000; inhibition, % at 3.6 µM; Q9Y6Q9; HEK293 GAL4-SRC3 luciferase reporter, luminescence;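 active = inhibition above a per-campaign cutoff, the mean of all compounds plus 3 SD, cut at about 60% in these data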;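 also: 0% = DMSO-treated cells and 100% = gossypol-treated cells at 36 µM; higher means less SRC3-driven luciferase light from the GAL4 reporter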
SRC1 inh: inhibits human SRC1 coactivator. AID 588354. hit rate 0.12% among 360,000. inhibition, % at 3.6 µM. Q15788. HEK293 GAL4-SRC1 luciferase reporter, luminescence;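 active = inhibition above the campaign mean plus 3 SD, with each screening campaign given its own cutoff, cut at about 60% in these data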;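 also: 0% = DMSO treated cells and 100% = gossypol at 36 µM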
NCOA2 inhibitor: inhibits human steroid receptor coactivator 2 | AID 651957 | hit rate 0.17% among 370,000 | HEK293 GAL4-SRC2 luciferase reporter, luminescence | Q15596 | inhibition, % at 9 µM;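 active = inhibition above the mean inhibition of all tested compounds plus 3 SD, set per campaign, cut at about 52% in these data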;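 also: 0% = DMSO treated cells and 100% = cells given Gossypol at 36 µM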
LRH-1 inv ag: inverse agonists of human LRH-1 (NR5A2); HEK293T StAR-luciferase reporter, LRH-1 transfected, 24 h; inhibition, % at 3.6 µM; hit rate 0.13% among 360,000; AID 602396;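 active = inhibition above the mean inhibition of all tested compounds plus 3 SD, cut at about 73% in these data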;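 also: 0% = DMSO wells and 100% = reporter-only cells lacking LRH-1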
LMP1 NFkB inh: Epstein-Barr LMP1 NF-kappaB reporter inhibition; AID 504558; LMP1-induced NF-kappaB luciferase reporter cells, luminescence; hit rate 0.69% among 350,000; inhibition, % at 12.5 µM; in the data active = inhibition above about 41%;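 also: 0% = neutral control wells and 100% = reference inhibitor control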
ABHD5 PLIN5 PPI: blocks binding of human ABHD5 to perilipin-5; Q00G26+Q8WTS1; Split G. princeps luciferase complementation, luminescence, 4 h; inhibition, % at 4 µM; hit rate 0.78% among 360,000;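 active = inhibition above the mean inhibition across every tested compound plus 3 SD, cut at about 22% in these data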;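 also: 0% = DMSO only wells and the 100% control is not disclosed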
NR2F2 inh: inhibitors of human COUP-TFII (NR2F2) | hit rate 0.7% among 370,000 | HEK293T NGFI-A luciferase reporter, luminescence | inhibition, % at 8.6 µM | AID 686940;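 active = inhibition above a per-plate cutoff, mean inhibition of test wells between control levels plus 3 SD, cut at about 38% in these data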;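 also: cells cotransfected with COUP-TFII expression vector driving the NGFI-A reporter; 0% = median of COUP-TF2 test wells and 100% = reporter-only cells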
NOD2-RIPK2 inh: NOD2-RIPK2 protein interaction inhibition. CHO BLA complementation NOD2-RIPK2, CCF4 ratio. inhibition, % at 4.98 µM. O43353. hit rate 0.38% among 360,000; in the data active = inhibition above about 21%;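 also: 0% = vehicle only and 100% = reference blocker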
Target sequence (O43353 whole entry, looked up): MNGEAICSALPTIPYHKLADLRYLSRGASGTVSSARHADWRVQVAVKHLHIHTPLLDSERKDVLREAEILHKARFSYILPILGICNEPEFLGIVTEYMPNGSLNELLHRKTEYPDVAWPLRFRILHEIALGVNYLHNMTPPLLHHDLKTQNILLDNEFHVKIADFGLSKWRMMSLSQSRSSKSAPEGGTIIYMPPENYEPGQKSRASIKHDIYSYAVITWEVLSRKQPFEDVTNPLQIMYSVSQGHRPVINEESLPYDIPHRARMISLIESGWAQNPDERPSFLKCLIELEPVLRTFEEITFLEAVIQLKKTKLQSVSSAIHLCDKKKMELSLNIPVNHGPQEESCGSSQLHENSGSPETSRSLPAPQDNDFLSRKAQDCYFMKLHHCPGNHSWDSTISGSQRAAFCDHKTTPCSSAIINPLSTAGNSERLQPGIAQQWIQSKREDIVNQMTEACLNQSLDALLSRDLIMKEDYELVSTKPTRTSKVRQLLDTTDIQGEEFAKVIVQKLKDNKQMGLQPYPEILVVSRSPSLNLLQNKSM
TLR9-MyD88 block: inhibitors of human TLR9-MyD88 binding. Q9NR96+Q99836. CHO BLA complementation TLR9-MyD88, CCF4 FRET ratio. inhibition, % at 4.98 µM. hit rate 0.21% among 340,000;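 active = inhibition above the mean over all tested compounds plus 3 SD, cut at about 21% in these data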;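 also: 0% = DMSO only wells and 100% = clavulanate BLA inhibitor control wells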
* marks the source's active call; other numbers are inactive results; . = not tested or not shown. Not all compounds are listed. The share of hits here may be higher or lower than overall.

nr	molecule	MC4R antag cAMP	MC4R ag barr	SRC3 inh	SRC1 inh	NCOA2 inhibitor	LRH-1 inv ag
1	Cc1cccc(-n2ncc(C#N)c2N)c1	-6	0.1	24	17	-5	8
2	O=C(CS(=O)(=O)c1ccccc1)NC1CCCCC1	-4	-0.3	5	5	-24	-2
3	C=CCOc1c(CNC2CCCC2)cc(Cl)cc1OC	3	1.0	29	20	13	13
4	N#CCSc1n[nH]c2nc3c(c(=O)n12)C1(CCCC1)Cc1ccccc1-3	9	-1.1	1	-15	7	-25
5	O=C(O)c1cc(S(=O)(=O)O)cc(Nc2c3ccccc3nc3ccccc23)c1O	-15	-1.6	-17	-16	-24	-12
6	CCCCCCCCCCC[N+](C)(C)CC/C=C1/c2ccccc2Sc2ccc(Cl)cc21	36*	21*	-5	-2	.	-13
7	O=C(NCc1cc(C(F)(F)F)cc(C(F)(F)F)c1)c1cc(-c2cc(F)ccc2OCC2CCCO2)n[nH]1 (stereo not given)	-8	-1.5	2	10	-4	13
8	O=C(c1cnc2sccn2c1=O)N1CCCc2ccccc21	3	0.4	3	-2	-11	22
9	CC(C)CN1C(=O)CN(S(C)(=O)=O)CC1(C)C(=O)Nc1ccc2c(c1)OCCO2 (stereo not given)	.	.	.	.	-11	28
10	COc1ccccc1C(N)=S	10	-2.1	9	-4	-17	0
11	O=C(Nc1ccc(S(=O)(=O)N2CCOCC2)cc1)c1ccccc1F	5	-0.5	-16	0	-34	3
12	O=C(CN(CC1CCCO1)C(=O)CNS(=O)(=O)c1ccc(Cl)cc1)NCc1ccc(F)cc1 (stereo not given)	2	-0.7	-20	-20	-1	15
13	COc1ccc(/C(C)=N/NC(=O)c2ccccc2N)cc1	11	0.1	-62	-73	-71	-64
14	CC(=O)Nc1cnc(-c2ccccc2C(C)=O)cn1	10	-0.6	5	-4	-5	6
15	CCc1ccc(OCC(=O)N2CCN(c3ccccn3)CC2)c(Br)c1	-7	-4.2	7	5	-13	-18

nr	LMP1 NFkB inh	ABHD5 PLIN5 PPI	NR2F2 inh	NOD2-RIPK2 inh	TLR9-MyD88 block
1	3	9	6	-11	4
2	-2	4	-7	-12	9
3	1	2	9	3	-25
4	0	-18	-35	-14	3
5	1	3	-7	2	-1
6	11	8	.	11	1
7	.	6	5	-14	.
8	-6	-3	17	-2	-4
9	.	-9	-1	-22	.
10	0	0	-7	7	-5
11	-38	0	19	3	6
12	-4	7	2	-2	3
13	-4	-1	-12	-13	0
14	.	-1	3	-16	.
15	3	-7	-4	2	1

(more compounds)
nr	molecule	MC4R antag cAMP	MC4R ag barr	SRC3 inh	SRC1 inh	NCOA2 inhibitor	LRH-1 inv ag
16	CSc1cccc(CN2CCN(CCc3ccccc3)C(CCO)C2)c1 (stereo not given)	10	-2.1	3	4	9	-11
17	O=C1C=C(c2ccc(-c3ccccc3)c(F)c2)C[C@@H](c2ccc(F)cc2)C1	11	-0.3	3	9	-15	-3
18	COc1ccc(CNC(=O)CN2C(=O)CC(c3ccccc3)=Nc3ccccc32)cc1	8	-3.7	24	-4	-18	-1
19	O=C(NCc1ccc(Cl)nc1)c1csc([C@@H]2C[C@H](O)[C@@H](CO)O2)n1	-4	1.4	13	6	-34	14
20	COc1cccc(CNCCO)c1OCc1ccc(Cl)cc1	6	-0.6	4	-4	-1	5
21	COc1cc(/C=C/c2cccc[n+]2C)ccc1OCC(=O)Nc1ccccc1	-10	-0.8	-28	-4	-12	-6
22	CC(=O)OCC1=C(C(=O)O)N2C(=O)C(NC(=O)c3ccc(COc4c(C)cccc4Cl)o3)C2SC1 (stereo not given)	3	-0.2	-7	-2	-23	9
23	O=C(CN(c1ccccc1F)S(=O)(=O)c1ccccc1)NC1CCCCCC1	3	0.1	0	-6	.	3
24	O=C(CSc1nncs1)NCc1ccc2c(c1)OCO2	-1	-0.2	-8	-9	3	3
25	N#CC1=C(N)C2=CCCC[C@H]2[C@H](c2ccccc2)C1(C#N)C#N	-2	-1.2	8	5	7	-2
26	Cc1nc2c(OCCN3C(=O)c4ccccc4C3=O)cccn2c1N(C)C(=O)CCC1CCCC1	5	-0.3	-16	-89	23	-5
27	Cc1cc(SCC(=O)Nc2ccccc2)n2ncc(-c3ccccc3)c2n1	4	0.6	2	10	-18	-25
28	Cc1ccc(OCC(=O)N/N=C\c2cn(C)c3ccccc23)c([N+](=O)[O-])c1	-18	0.5	2	14	-12	7
29	O=C(Nc1ccc([N+](=O)[O-])cc1)c1ccc(Cn2cc([N+](=O)[O-])cn2)cc1	7	-1.2	48	54	-26	78*
30	COCC(=O)Nc1ccc(C)c(Cl)c1	-4	-0.3	-2	-6	-21	2

nr	LMP1 NFkB inh	ABHD5 PLIN5 PPI	NR2F2 inh	NOD2-RIPK2 inh	TLR9-MyD88 block
16	15	2	13	-2	0
17	2	8	-14	-8	8
18	-8	-2	7	-20	2
19	.	-1	5	3	.
20	6	0	9	-2	17
21	-3	-2	-11	-8	-9
22	-3	25*	-13	3	10
23	-2	-6	.	-2	-9
24	-6	1	-3	-7	-1
25	11	-12	11	3	9
26	.	4	2	-2	.
27	4	9	12	-7	-5
28	6	5	-2	-1	8
29	-3	3	0	-6	7
30	-6	-1	-4	-3	6

Structures above printed as active in ABHD5 PLIN5 PPI.
nr	molecule	MC4R antag cAMP	MC4R ag barr	SRC3 inh	SRC1 inh	NCOA2 inhibitor	LRH-1 inv ag
22	CC(=O)OCC1=C(C(=O)O)N2C(=O)C(NC(=O)c3ccc(COc4c(C)cccc4Cl)o3)C2SC1 (stereo not given)	3	-0.2	-7	-2	-23	9

nr	LMP1 NFkB inh	ABHD5 PLIN5 PPI	NR2F2 inh	NOD2-RIPK2 inh	TLR9-MyD88 block
22	-3	25*	-13	3	10

New compounds follow.
nr	molecule	MC4R antag cAMP	MC4R ag barr	SRC3 inh	SRC1 inh	NCOA2 inhibitor	LRH-1 inv ag
31	O=c1nc2ccccc2c2n1CC(CN1CCN(c3ccc(F)cc3)CC1)N2 (stereo not given)	0	-1.9	0	-8	20	17
32	CC(=O)Nc1nnc([N+](=O)[O-])s1	8	-2.1	6	-3	-33	5
33	O=C(CN1CCN(S(=O)(=O)N2CCCCCC2)CC1)Nc1ccc(F)cc1	4	-3.2	0	6	-16	-6
34	COCCN=c1scc(-c2ccccc2)n1/N=C/c1c[nH]c2ccccc12	-3	-0.8	-14	-13	10	-6
35	O=S(=O)(N/N=C\c1ccccc1O)c1ccc(Cl)cc1	7	-1.2	5	-3	-24	3
36	COc1ccccc1-n1c(SCC(=O)O)nc2sc3c(c2c1=O)CCC3	1	0.4	-7	1	-11	3
37	COc1ccccc1CNC(=O)CN(C)S(=O)(=O)c1cccc2cccnc12	2	0.0	14	-19	14	-1
38	O=C(O)C(C/C(=N/O)c1ccc(Br)cc1)P(=O)(c1ccccc1)c1ccccc1 (stereo not given)	-5	-1.0	8	-5	14	16
39	COc1ccc(NC(=O)CCN2CCN(S(=O)(=O)c3cc(Cl)ccc3Cl)CC2)cc1	4	1.1	-6	-15	20	11
40	CCc1ccc2[nH]c(=O)c(CN(Cc3ccc(F)cc3)C(c3nnnn3CCN3CCOCC3)C(C)C)cc2c1 (stereo not given)	12	-1.2	-14	-16	.	-2
41	FC(F)(F)c1cc(Cl)c2nc(-c3ccco3)c(Cc3ccccc3C(F)(F)F)n2c1	.	.	.	.	-30	19
42	O=C(NCc1n[nH]c(=S)n1-c1cccc(Cl)c1)c1cccs1	2	-0.6	6	-2	-16	9
43	Cc1ccc(S(=O)(=O)NC(CN2CCOCC2)=NCCNS(=O)(=O)c2ccccc2)cc1	3	-0.8	7	-15	15	-1
44	O=C(Nc1ccc(Br)cn1)C1CCN(S(=O)(=O)c2cccs2)CC1	4	-1.6	36	17	31	42
45	CCN(CC(=O)NCc1ccc(Cl)cc1)C(=O)c1ccc(S(=O)(=O)NCc2ccco2)cc1	5	-0.7	7	2	-33	2
46	CCS(=O)(=O)c1nc(S(=O)(=O)c2ccc(C)cc2)c(N2CCOCC2)s1	-1	1.3	13	-2	11	27

nr	LMP1 NFkB inh	ABHD5 PLIN5 PPI	NR2F2 inh	NOD2-RIPK2 inh	TLR9-MyD88 block
31	-8	-1	-7	3	-4
32	5	-16	4	5	-3
33	-7	-9	11	0	-9
34	0	0	-12	-2	-4
35	-34	-2	4	-6	0
36	1	-4	8	-10	6
37	4	1	-1	-2	-5
38	1	0	11	16	-14
39	-13	-9	17	-4	-10
40	3	-9	.	2	0
41	.	51*	-7	7	.
42	-3	-2	11	15	-2
43	0	-3	4	-10	-87
44	22	-4	48*	1	0
45	-1	-1	9	-6	-13
46	7	15	-2	6	-6

Shown with bars between the fields: part of the list above
no. | SMILES | MC4R antag cAMP | MC4R ag barr | SRC3 inh | SRC1 inh | NCOA2 inhibitor | LRH-1 inv ag | LMP1 NFkB inh | ABHD5 PLIN5 PPI | NR2F2 inh | NOD2-RIPK2 inh | TLR9-MyD88 block
45 | CCN(CC(=O)NCc1ccc(Cl)cc1)C(=O)c1ccc(S(=O)(=O)NCc2ccco2)cc1 | 5 | -0.7 | 7 | 2 | -33 | 2 | -1 | -1 | 9 | -6 | -13
46 | CCS(=O)(=O)c1nc(S(=O)(=O)c2ccc(C)cc2)c(N2CCOCC2)s1 | -1 | 1.3 | 13 | -2 | 11 | 27 | 7 | 15 | -2 | 6 | -6

Compound profiles, as listed above. Order of values: MC4R antag cAMP | MC4R ag barr | SRC3 inh | SRC1 inh | NCOA2 inhibitor | LRH-1 inv ag | LMP1 NFkB inh | ABHD5 PLIN5 PPI | NR2F2 inh | NOD2-RIPK2 inh | TLR9-MyD88 block
O=S(=O)(N/N=C\c1ccccc1O)c1ccc(Cl)cc1 as listed: 7 | -1.2 | 5 | -3 | -24 | 3 | -34 | -2 | 4 | -6 | 0
COCCN=c1scc(-c2ccccc2)n1/N=C/c1c[nH]c2ccccc12 as listed: -3 | -0.8 | -14 | -13 | 10 | -6 | 0 | 0 | -12 | -2 | -4

Screening data (PubChem)
